TR SRC2 fluor cs = alters Texas Red total fluorescence, flagging assay interference; TRb/SRC2 Texas Red total fluorescence interference; AID 1479; Potency, µM (titrated, usually from 106 µM), for inactives: top-dose fluorescence change, negative = quenching; 280,000 compounds, 0.29% hits; active = well fitted curve in either direction with a large enough effect; inconclusive = small, poorly fitted or top-dose-only effect
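Human TRβ ligand-binding domain (0.6 uM) and Texas Red SRC2 peptide (20 nM) in Tris buffer with 1 uM T3 and 5% DMSO were incubated with pinned compound for 5 hr at ambient temperature. Total fluorescence was computed as S + 2P (555/632 nm).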
L3MBTL1 inh = blocks human L3MBTL1 | Q9Y468 | AlphaScreen L3MBTL1–H3K9me1 peptide binding | Potency, µM (doses to about 57.1 µM), for the others: at the top dose activity, negative = inhibition, most hits filed as inhibitors | 230,000 compounds, 0.66% hits | AID 485360; note: nearly all actives have a fitted effect of over 60% in size
Target sequence (Q9Y468 whole entry, looked up): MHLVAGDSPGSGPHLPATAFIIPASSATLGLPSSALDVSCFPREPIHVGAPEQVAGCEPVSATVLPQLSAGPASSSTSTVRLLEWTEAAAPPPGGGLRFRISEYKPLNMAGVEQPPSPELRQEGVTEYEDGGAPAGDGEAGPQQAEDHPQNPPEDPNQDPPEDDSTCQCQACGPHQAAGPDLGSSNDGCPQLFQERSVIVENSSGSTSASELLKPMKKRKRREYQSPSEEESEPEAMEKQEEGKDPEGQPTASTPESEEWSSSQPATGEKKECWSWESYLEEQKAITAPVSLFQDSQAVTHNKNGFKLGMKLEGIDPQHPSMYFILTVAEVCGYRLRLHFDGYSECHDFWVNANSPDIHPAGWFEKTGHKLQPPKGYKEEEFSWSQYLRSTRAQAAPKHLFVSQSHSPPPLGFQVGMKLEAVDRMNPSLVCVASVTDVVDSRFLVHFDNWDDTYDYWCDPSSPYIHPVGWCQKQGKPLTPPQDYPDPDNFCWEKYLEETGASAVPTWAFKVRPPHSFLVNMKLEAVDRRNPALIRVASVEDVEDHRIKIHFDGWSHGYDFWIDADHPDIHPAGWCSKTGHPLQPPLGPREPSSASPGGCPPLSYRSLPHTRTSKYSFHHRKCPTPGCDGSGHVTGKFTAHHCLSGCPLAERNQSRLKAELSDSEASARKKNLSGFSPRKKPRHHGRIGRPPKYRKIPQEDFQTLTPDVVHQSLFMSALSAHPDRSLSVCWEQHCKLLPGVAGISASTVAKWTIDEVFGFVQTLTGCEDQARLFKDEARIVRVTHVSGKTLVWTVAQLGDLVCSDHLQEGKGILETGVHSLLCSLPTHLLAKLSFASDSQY
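L3MBTL1 50 nM + b-AHA-H3(1-15)K9me1 75 nM, 30 min RT; compound added, 30 min RT; streptavidin donor/Ni-chelate acceptor beads 10 ug/mL each final, 30 min RT dark; AlphaScreen read.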
Tau fluor counter = counter-screen for tau fibril formation inhibitors; tau K18 P301L Alexa594 fluorescence, heparin fibrillization; Potency, µM (titrated, usually from 57.7 µM), for the others: top-dose activity change, negative = decrease; 280,000 compounds, 0.93% hits; AID 1463; note: nearly all actives have a fitted effect of over 55% in size
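Human tau K18 P301L (15 uM unlabeled, 0.24 uM Alexa 594-labeled) in 100 mM sodium acetate pH 7 with 20 uM heparin, 6 hr at 37 C. ThT 30 uM added, 1 hr ambient; Alexa 594 FP and total fluorescence read at 555/632 nm.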
ALDH1A1 block = inhibitors of human aldehyde dehydrogenase 1A1; P00352; Purified ALDH1A1, NADH fluorescence, propionaldehyde substrate; 220,000 compounds, 7.3% hits; Potency, µM (doses to about 75.3 µM), without a hit: top-dose activity, negative = inhibition, usual class: inhibitors; active = well fitted inhibition curve with a large enough effect, not every such curve was filed as active; inconclusive = small, poorly fitted or top-dose-only effect, or another doubt; inactive = no such curve, though single readings can be large or run the other way;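 note: plate controls were no enzyme wells and a reference inhibitor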
GLA spleen mod = alpha-galactosidase A (human) modulation. P06280. human spleen homogenate, 4MU-alpha-Gal fluorescence, 40 min. Potency, µM (highest dose often 80 µM), for inactives: at the highest dose activity change, negative = inhibition, usual class: inhibitors. 240,000 compounds, 0.008% hits. AID 2107;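 note: 0% = enzyme with vehicle and -100% = no enzyme basal signal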
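Human spleen homogenate (1 ug) was the enzyme source, with 4-methylumbelliferyl-alpha-D-galactopyranoside (1 mM final) in pH 5.0 citrate buffer with 0.01% Tween-20. Compounds were titrated; after 40 min at 37C, NaOH/glycine stop, 4-MU fluorescence read; AC50 from Hill fits.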
Tau fibril FP = inhibitors of human tau fibril formation; P10636; K18 P301L tau heparin fibrillization, Alexa594 FP, 6 h; Potency, µM (highest dose often 57.7 µM), for the others: top-dose activity, negative = inhibition, hits mostly inhibitors; 280,000 compounds, 0.39% hits; AID 1468; note: nearly all actives have a fitted effect of over 55% in size
Target sequence (P10636 561-689 P618L limits assumed): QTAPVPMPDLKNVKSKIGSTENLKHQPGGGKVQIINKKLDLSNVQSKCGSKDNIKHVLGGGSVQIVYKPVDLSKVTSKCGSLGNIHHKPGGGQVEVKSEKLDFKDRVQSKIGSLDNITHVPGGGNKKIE
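Compound effects on tau fibrillization are measured by Alexa 594 fluorescence polarization (ex 555, em 632 nm). K18 P301L tau is used at 15 uM with 0.24 uM labeled tracer, and 20 uM heparin induces aggregation over 6 hr at 37 C.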
Tau ThT inhib = inhibitors of human tau fibril formation, thioflavin T binding. P10636. recombinant tau K18 P301L, heparin-induced fibrillization, ThT fluorescence. Potency, µM (series often up to 57.4 µM), without a hit: at the top dose activity, negative = inhibition, actives largely listed as inhibitors. 270,000 compounds, 2.1% hits; note: nearly all actives have a fitted effect of over 55% in size
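Fibril formation assay: tau K18 P301L at 15 uM with trace Alexa 594 label, heparin inducer 20 uM, pH 7 sodium acetate buffer, 37 C for 6 hr; endpoint ThT signal.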
TRb-SRC2 inh = inhibitors of human thyroid hormone receptor beta-SRC2 interaction | 280,000 compounds, 0.065% hits | TRbeta-SRC2 peptide binding, fluorescence polarization; receptor liganded with 1 µM T3 | P10828 | Potency, µM (doses to about 106 µM), inactives show at the top dose activity change, negative = inhibition, usual class: inhibitors | AID 1469;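 note: plate controls were bound peptide for no effect and peptide without receptor for full effect; nearly all actives have a fitted effect of over 50% in size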
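Each compound concentration gave % activity, normalized to unbound and bound Texas Red SRC2 controls, from polarization read after 5 hr ambient incubation with T3-loaded human TRb LBD.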
Numbers without * were called inactive; [ ] = dose if it differs, or a comment. Unless noted, calls come from the whole dose curve; as a rule, active = well fitted curve in the direction sought with a large enough effect; inconclusive = small, poorly fitted or top-dose-only effect, or another doubt; inactive = no such curve, though single readings can be large; an effect the other way counts as inactive or inconclusive. Unless noted, % is set by controls: 0 for no effect and ±100 for the full control effect; potency is the fitted concentration of half-maximal effect.

Results for COc1cccc(NC(=O)CSc2nc(C)c(Cc3ccccc3)c(=O)[nH]2)c1 ?
TR SRC2 fluor cs: -23%; Tau fluor counter: -17%; Tau fibril FP: -2%; Tau ThT inhib: -12%; TRb-SRC2 inh: 0%

What do the screens show for `N=c1c2c(n(Cc3ccccc3)c3c1CCC3)CCC2`?
TR SRC2 fluor cs: 0%; L3MBTL1 inh: -4%; Tau fluor counter: 0%; ALDH1A1 block: 6%; GLA spleen mod: -5%; Tau fibril FP: 1%; Tau ThT inhib: -1%; TRb-SRC2 inh: -10%

Results for CCn1c(SCC(=O)Nc2ccccc2C(=O)OC)nc2ccsc2c1=O ?
TR SRC2 fluor cs: 2%; Tau fluor counter: -8%; Tau fibril FP: -9%; Tau ThT inhib: 0%; TRb-SRC2 inh: 3%

What do the screens show for `Cc1sc(NC(=O)C2CCCO2)c(C#N)c1C` (stereo unspecified)?
TR SRC2 fluor cs: -1%; Tau fluor counter: -6%; ALDH1A1 block: 25µM*; GLA spleen mod: 1%; Tau fibril FP: -3%; Tau ThT inhib: -6%; TRb-SRC2 inh: 0%

What do the screens show for `CCOC(=O)/C(C#N)=C/c1ccc(OCC(=O)Nc2cc(C)ccc2C)c(OC)c1`?
TR SRC2 fluor cs: -2%; L3MBTL1 inh: 5%; Tau fluor counter: 7%; ALDH1A1 block: -3%; GLA spleen mod: -1%; Tau fibril FP: 2%; Tau ThT inhib: -10%; TRb-SRC2 inh: 1%

What do the screens show for `CC1(C)CC(=O)C(CC2CCCCC2=O)C(=O)C1` (stereo unspecified)?
TR SRC2 fluor cs: 1%; L3MBTL1 inh: 5%; Tau fluor counter: 10%; GLA spleen mod: 5%; Tau fibril FP: 1%; Tau ThT inhib: 8%; TRb-SRC2 inh: 1%

What do the screens show for `COc1cc(C2C3C(=O)N(Cc4ccccc4)C(=O)C3ON2c2ccccc2)cc(OC)c1O` (stereo unspecified)?
TR SRC2 fluor cs: 0%; L3MBTL1 inh: -9%; Tau fluor counter: -22%; ALDH1A1 block: inconclusive; GLA spleen mod: -1%; Tau fibril FP: 3%; Tau ThT inhib: -15%; TRb-SRC2 inh: 4%

What do the screens show for `C=CCSc1nc(C)c(CC(=O)OCC(C)C)c(=O)[nH]1`?
TR SRC2 fluor cs: 1%; L3MBTL1 inh: -11%; Tau fluor counter: 5%; ALDH1A1 block: 11%; GLA spleen mod: 5%; Tau fibril FP: 6%; Tau ThT inhib: 2%; TRb-SRC2 inh: 9%

What do the screens show for `O=C(Nc1ccc(N2CCOCC2)c([N+](=O)[O-])c1)c1ccco1`?
TR SRC2 fluor cs: -2%; L3MBTL1 inh: 0%; Tau fluor counter: -2%; ALDH1A1 block: inconclusive; GLA spleen mod: -9%; Tau fibril FP: 3%; Tau ThT inhib: inconclusive; TRb-SRC2 inh: 8%

How did S=c1nc2ccccc2c2nc(-c3ccccc3)[nH]n12 do in these assays?
TR SRC2 fluor cs: -3%; L3MBTL1 inh: 7%; Tau fluor counter: -16%; ALDH1A1 block: -4%; GLA spleen mod: -1%; Tau fibril FP: 1%; Tau ThT inhib: -12%; TRb-SRC2 inh: 2%

What do the screens show for `COc1ccc(N(CC(=O)NCc2ccncc2)S(=O)(=O)c2ccc(C)c([N+](=O)[O-])c2)cc1`?
TR SRC2 fluor cs: -1%; Tau fluor counter: -10%; GLA spleen mod: -20%; Tau fibril FP: -3%; TRb-SRC2 inh: -8%

Results for COc1cc(C2C(C(=O)OCCC#N)=C(C)NC3=C2S(=O)(=O)c2ccccc23)cc(OC)c1OC (stereo unspecified) ?
TR SRC2 fluor cs: -3%; L3MBTL1 inh: 9%; Tau fluor counter: -6%; ALDH1A1 block: 10%; GLA spleen mod: 10%; Tau fibril FP: -4%; Tau ThT inhib: 1%; TRb-SRC2 inh: -8%

What do the screens show for `CCC(=O)NC(NC(=S)Nc1ccc(S(N)(=O)=O)cc1)C(Cl)(Cl)Cl` (stereo unspecified)?
TR SRC2 fluor cs: -8%; L3MBTL1 inh: -4%; Tau fluor counter: -8%; ALDH1A1 block: inconclusive; GLA spleen mod: -8%; Tau fibril FP: -9%; Tau ThT inhib: -3%; TRb-SRC2 inh: -1%

How did O=[N+]([O-])c1ccc2c(c1)S(=O)c1ccccc1-2 (stereo unspecified) do in these assays?
TR SRC2 fluor cs: -9%; L3MBTL1 inh: 4%; Tau fluor counter: -3%; ALDH1A1 block: 7%[13.5 µM]; GLA spleen mod: 2%; Tau fibril FP: -7%; Tau ThT inhib: inconclusive; TRb-SRC2 inh: -4%

What do the screens show for `COc1ccc(N2CCN(c3nc(NC(C)(C)C)nc(N4CCCCC4)n3)CC2)cc1`?
TR SRC2 fluor cs: 0%; L3MBTL1 inh: -28%; Tau fluor counter: -15%; ALDH1A1 block: 5%; GLA spleen mod: 4%; Tau fibril FP: 7%; Tau ThT inhib: -10%; TRb-SRC2 inh: 1%

The last 2 compounds of the section before come first, to join the parts.
How did O=[N+]([O-])c1ccc2c(c1)S(=O)c1ccccc1-2 (stereo unspecified) do in these assays?
TR SRC2 fluor cs: -9%; L3MBTL1 inh: 4%; Tau fluor counter: -3%; ALDH1A1 block: 7%[13.5 µM]; GLA spleen mod: 2%; Tau fibril FP: -7%; Tau ThT inhib: inconclusive; TRb-SRC2 inh: -4%

What do the screens show for `COc1ccc(N2CCN(c3nc(NC(C)(C)C)nc(N4CCCCC4)n3)CC2)cc1`?
TR SRC2 fluor cs: 0%; L3MBTL1 inh: -28%; Tau fluor counter: -15%; ALDH1A1 block: 5%; GLA spleen mod: 4%; Tau fibril FP: 7%; Tau ThT inhib: -10%; TRb-SRC2 inh: 1%

What do the screens show for `CCOC(=O)c1cccc(NC(=O)C(C)n2c(C)c3cnn(-c4ccccc4)c(=O)c3c2C)c1` (stereo unspecified)?
TR SRC2 fluor cs: -3%; Tau fluor counter: -6%; Tau fibril FP: 3%; Tau ThT inhib: 3%; TRb-SRC2 inh: 8%

Results for CCNC(=S)NNc1ccccc1 ?
TR SRC2 fluor cs: -3%; L3MBTL1 inh: 8%; Tau fluor counter: -16%; GLA spleen mod: 1%; Tau fibril FP: inconclusive; Tau ThT inhib: inconclusive; TRb-SRC2 inh: 0%

What do the screens show for `Cc1nc(N2CCCC2)ncc1C(=O)Nc1ccccc1`?
TR SRC2 fluor cs: -4%; Tau fluor counter: 4%; Tau fibril FP: 5%; Tau ThT inhib: 2%; TRb-SRC2 inh: -1%

What do the screens show for `CC1CCN(S(=O)(=O)c2cnc(Cl)c(Br)c2)CC1`?
TR SRC2 fluor cs: -7%; L3MBTL1 inh: 4%; Tau fluor counter: -12%; ALDH1A1 block: 0.13µM*; GLA spleen mod: 3%; Tau fibril FP: 2%; Tau ThT inhib: -9%; TRb-SRC2 inh: 1%

What do the screens show for `CN(C)CCOc1ncnc2c1oc1ccccc12`?
TR SRC2 fluor cs: -2%; Tau fluor counter: -3%; ALDH1A1 block: 10%; GLA spleen mod: -2%; Tau fibril FP: 1%; Tau ThT inhib: -1%; TRb-SRC2 inh: -10%

What do the screens show for `CCOc1ccc(-c2nonc2NC(=O)c2oc3ccc(Br)cc3c2C)cc1`?
TR SRC2 fluor cs: -1%; Tau fluor counter: -13%; Tau fibril FP: -12%; Tau ThT inhib: 0%; TRb-SRC2 inh: 1%

What do the screens show for `Cc1coc2cc3oc(=O)c(CC(=O)NCCc4ccccc4F)c(C)c3cc12`?
TR SRC2 fluor cs: 1%; Tau fluor counter: -2%; Tau fibril FP: -5%; Tau ThT inhib: 7%; TRb-SRC2 inh: 1%

Results for COc1ccc(NC(=O)c2sc3nc4c(cc3c2N)CN(C(C)C)CC4)c(OC)c1 ?
TR SRC2 fluor cs: -5%; Tau fluor counter: 14µM*[quencher]; Tau fibril FP: inconclusive; Tau ThT inhib: 13µM*; TRb-SRC2 inh: 2%

How did CCN1CCN(C(=O)Cn2ncc3ccsc3c2=O)CC1 do in these assays?
TR SRC2 fluor cs: -1%; L3MBTL1 inh: -2%; Tau fluor counter: -1%; ALDH1A1 block: 4%; GLA spleen mod: 0%; Tau fibril FP: 0%; Tau ThT inhib: -2%; TRb-SRC2 inh: -15%

How did Cc1nn(C(C)C(=O)N/N=C/c2ccc(N(C)C)cc2)c(C)c1[N+](=O)[O-] (stereo unspecified) do in these assays?
TR SRC2 fluor cs: 1%; L3MBTL1 inh: -14%; Tau fluor counter: -25%; GLA spleen mod: 0%; Tau fibril FP: 3%; Tau ThT inhib: -18%; TRb-SRC2 inh: -1%

How did COC(=O)c1c(Cc2ccccc2Cl)c[nH]c1C do in these assays?
TR SRC2 fluor cs: 3%; L3MBTL1 inh: -16%; Tau fluor counter: -22%; ALDH1A1 block: 1%; GLA spleen mod: -3%; Tau fibril FP: -5%; Tau ThT inhib: -10%; TRb-SRC2 inh: -2%

Results for CCCS(=O)(=O)N1CCCC(C(=O)NCCN(Cc2ccccc2)C(C)C)C1 (stereo unspecified) ?
TR SRC2 fluor cs: -1%; L3MBTL1 inh: 1%; Tau fluor counter: -9%; ALDH1A1 block: -1%; GLA spleen mod: 15%; Tau fibril FP: -20%; Tau ThT inhib: 1%; TRb-SRC2 inh: -16%

How did COCCCn1cnc2c(c1=O)c1nc3ccccc3nc1n2-c1ccccc1 do in these assays?
TR SRC2 fluor cs: -1%; L3MBTL1 inh: 0%; Tau fluor counter: -19%; ALDH1A1 block: inconclusive; GLA spleen mod: 0%; Tau fibril FP: -7%; Tau ThT inhib: inconclusive; TRb-SRC2 inh: 13%

Results for COc1ccccc1N(CC(=O)N(CC(C)C)CC(C)C)S(=O)(=O)c1cccs1 ?
TR SRC2 fluor cs: -1%; L3MBTL1 inh: 0%; Tau fluor counter: -4%; ALDH1A1 block: -4%; GLA spleen mod: 8%; Tau fibril FP: -2%; Tau ThT inhib: 0%; TRb-SRC2 inh: 3%

How did CCc1ccc(NC(=O)c2cccc(N3CCCS3(=O)=O)c2)cc1 do in these assays?
TR SRC2 fluor cs: -1%; Tau fluor counter: -10%; Tau fibril FP: -1%; Tau ThT inhib: -3%; TRb-SRC2 inh: 3%

What do the screens show for `Cc1ccc(CNC(=O)c2ccc3c(c2)nc(C)n3-c2cc(C)cc(C)c2)cc1`?
TR SRC2 fluor cs: -2%; Tau fluor counter: -6%; Tau fibril FP: 6%; Tau ThT inhib: -16%; TRb-SRC2 inh: 2%

Source: PubChem BioAssay
